# Screens from PubChem BioAssay.
# PI5P4Ka inh: qHTS for Inhibitors of phosphatidylinositol 5-phosphate 4-kinase (PI5P4K) | Phosphatidylinositol 5-phosphate 4-kinase type-2 alpha (Homo sapiens), P48426 | PI5P4Kalpha enzyme, ADP-Glo luminescence, 60 min; stronger effect = lower value | max response, % | 330,000 compounds, 1.2% hits; active means max response of -50% or lower; inconclusive means between -30% and -50%; inactive means -30% or higher; further: value at the top dose of about 77 µM; on the % scale 0 is the no-effect control and ±100 the full control effect
#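 ADP-Glo luminescence end-point read after a 60 min room-temperature kinase reaction of PI5P4Kalpha plus substrate, initiated with ATP at 5 microM final. Buffer: 0.038 M HEPES pH 7.4, EGTA, 0.1% CHAPS, 5% DMSO.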
# CCT modulator: High-Throughput Screening for Modulators of Cytosolic Chaperonin Activity; purified chaperonin ATPase assay, HTRF ADP detection, 30 min; activity change, % (no concentration beside the values), hits read low; 360,000 compounds, 0.3% hits; in the data active means activity change below about -30%; further: on the % scale 0 is the no-effect control and ±100 the full control effect
#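 We incubate TRiC, 40 or 20 nM final, with library compounds at 76 uM and 10 uM ATP for 30 min at 37 °C. ADP formed is detected with Transcreener HTRF reagents after 30 min at room temperature.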
# WRN helicase inh: qHTS for Inhibitors of WRN Helicase | Bifunctional 3'-5' exonuclease/ATP-dependent helicase WRN (Homo sapiens), Q14191 | WRN helicase unwinding, fluorescent forked duplex, kinetic | Potency, µM (series often up to 114 µM), for inactives: at the top dose activity change, negative = inhibition, actives largely listed as inhibitors | 360,000 compounds, 0.46% hits; further: potency means the concentration at half of the fitted maximal effect; on the % scale 0 is the no-effect control and ±100 the full control effect; nearly all actives have a fitted effect of over 55% in size
#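 Kinetic fluorescence helicase assay: unwinding of a quenched forked DNA duplex (100 nM final) with 2 mM ATP final raises red fluorescence (525/598 nm). Compounds sat 15 min at room temperature with 20 nM WRN beforehand.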
# EPAC1 antagonist: qHTS for Antagonist of cAMP-regulated guanine nucleotide exchange factor 3 (EPAC1): primary screen; Rap guanine nucleotide exchange factor 3 (Homo sapiens), O95398; EPAC1 GEF assay, Rap1b-BODIPY-GDP exchange fluorescence; Potency, µM (series often up to 115 µM), without a hit: at the highest dose activity change, negative = inhibition, most hits filed as inhibitors; 360,000 compounds, 0.14% hits;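 further: potency means the concentration at half of the fitted maximal effect; plate controls were vehicle for no effect and positive control for full effect; nearly all actives have a fitted effect of over 50% in size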
# EPAC1 agonist: qHTS for Agonist of cAMP-regulated guanine nucleotide exchange factor 3 (EPAC1): primary screen; Rap guanine nucleotide exchange factor 3 (Homo sapiens), O95398; EPAC1 agonist qHTS, biochemical assay; response scale: 100% = response to 6.5 mM cAMP; Potency, µM (highest dose often 154 µM), inactives show at the highest dose activation, most hits filed as activators; 360,000 compounds, 0.073% hits; AID 720707, 2013; further: potency means the concentration at half of the fitted maximal effect; nearly all actives have a fitted effect of over 60% in size
#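 EPAC1 100 nM, Rap1B–BODIPY-GDP 250 nM, unlabeled GDP 50 uM; compound titration; 5 min RT; kinetic read ex480/em540 at 5-min intervals ×30 min; data normalized to 6.5 mM cAMP agonist control.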
# EPAC2 agonist: qHTS for Agonist of cAMP-regulated guanine nucleotide exchange factor 4 (EPAC2): primary screen; Rap guanine nucleotide exchange factor 4 (Homo sapiens), Q8WZA2; EPAC2 activation, biochemical qHTS; response scale: 100% = 6.5 mM cAMP response; Potency, µM (titrated, usually from 154 µM), for inactives: top-dose activation, most hits filed as activators; 360,000 compounds, 0.079% hits; further: potency means the concentration at half of the fitted maximal effect; nearly all actives have a fitted effect of over 50% in size
# Target sequence (Q8WZA2 whole entry, looked up): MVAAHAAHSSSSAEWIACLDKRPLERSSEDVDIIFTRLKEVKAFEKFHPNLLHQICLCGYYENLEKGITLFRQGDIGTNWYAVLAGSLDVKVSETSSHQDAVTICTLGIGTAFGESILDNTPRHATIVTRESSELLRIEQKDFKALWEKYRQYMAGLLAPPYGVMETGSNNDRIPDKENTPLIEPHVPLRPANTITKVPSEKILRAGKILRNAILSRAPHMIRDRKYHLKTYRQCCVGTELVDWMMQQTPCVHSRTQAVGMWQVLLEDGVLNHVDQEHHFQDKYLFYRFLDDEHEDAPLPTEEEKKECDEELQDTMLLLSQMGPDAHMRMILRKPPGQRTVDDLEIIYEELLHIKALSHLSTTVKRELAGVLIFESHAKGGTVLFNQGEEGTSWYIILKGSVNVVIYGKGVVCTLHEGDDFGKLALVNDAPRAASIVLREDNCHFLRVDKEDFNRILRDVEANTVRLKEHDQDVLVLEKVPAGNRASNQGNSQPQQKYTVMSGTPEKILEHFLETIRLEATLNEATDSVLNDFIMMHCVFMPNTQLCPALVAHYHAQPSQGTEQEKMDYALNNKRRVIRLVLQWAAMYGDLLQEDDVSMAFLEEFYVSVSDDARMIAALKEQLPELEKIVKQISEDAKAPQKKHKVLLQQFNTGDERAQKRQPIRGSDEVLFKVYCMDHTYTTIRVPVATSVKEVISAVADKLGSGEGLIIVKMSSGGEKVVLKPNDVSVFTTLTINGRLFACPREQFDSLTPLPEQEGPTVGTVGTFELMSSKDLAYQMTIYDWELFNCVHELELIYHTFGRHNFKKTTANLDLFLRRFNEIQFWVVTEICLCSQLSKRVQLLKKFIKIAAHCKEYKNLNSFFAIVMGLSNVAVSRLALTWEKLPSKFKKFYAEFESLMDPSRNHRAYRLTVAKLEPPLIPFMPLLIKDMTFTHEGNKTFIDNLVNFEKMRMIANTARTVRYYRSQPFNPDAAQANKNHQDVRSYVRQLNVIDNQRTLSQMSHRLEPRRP
#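 Readout is BODIPY fluorescence (480 nm excitation, 540 nm emission), which falls as labeled GDP is exchanged off Rap1B. EPAC2 at 100 nM acted on 250 nM RAP1B-BODIPY-GDP with 50 uM GDP present.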
# PLK1 PBD inh: qHTS for Inhibitors of PLK1-PDB (polo-like kinase 1 - polo-box domain): Primary Screen. Serine/threonine-protein kinase PLK1 (Homo sapiens), P53350. Plk1 PBD binding of FITC phosphopeptide, fluorescence polarization. Potency, µM, for inactives: max response, negative = inhibition, hits mostly inhibitors. 360,000 compounds, 2.8% hits; further: potency means the concentration at half of the fitted maximal effect; series mostly up to about 57 µM; on the % scale 0 is the no-effect control and ±100 the full control effect; nearly all actives have a fitted effect of over 65% in size
# IL2 activator: qHTS of IL-2 Activators; IL-2 activation reporter assay, cell-based qHTS; stimulated with anti-CD3/CD4/CD28 beads; in transgenic mouse T cells; activation, % (series mostly up to about 46 µM); 360,000 compounds, 0.065% hits; in the data active means activation above about 50%; inconclusive means mostly about 30% to 49%; further: 0% is about no effect
#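 Unstimulated transgenic mouse T cells, 750 per well, received compound and, after 60 minutes, anti-CD3/anti-CD4 bead plus anti-CD28 stimulation. EGFP and DsRed were quantified after 18 hours.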
# Active calls of the source: *; ? = inconclusive; · = no result given; [ ] = another dose, or the depositor's remark. Unless noted, the call rests on the fitted dose curve; in most records, active means well fitted curve in the direction sought with a large enough effect; inconclusive means small, poorly fitted or top-dose-only effect, or another doubt; inactive means no such curve, though single readings can be large; an effect the other way counts as inactive or inconclusive. The list is partial. The share of hits here may be higher or lower than overall.
smiles	PI5P4Ka inh	CCT modulator	WRN helicase inh	EPAC1 antagonist	EPAC1 agonist	EPAC2 agonist	PLK1 PBD inh	IL2 activator
CCCN1C(=O)SC(CC(=O)Nc2ccc(C)cc2)C1=O (centres undefined)	2.1	-1.9	-0.4%	-0.2%	-4.0%	1.7%	-14.1%	1.8
COc1ccc(S(=O)(=O)NC(C)CCc2ccccc2)cc1 (centres undefined)	?	0.4	-9.9%	5.1%	4.2%	-2.8%	5.32µM*	0.6
O=S(=O)(c1ccc(-c2ccccn2)s1)N1CCC2(CC1)OCCO2	-0.5	-0.3	0.1%	-10.3%	-8.2%	-7.7%	-13.4%	-2.2
Cc1nc(NC(=O)/C=C/c2ccccc2)sc1C(=O)Nc1ccccc1	-6.6	-2.7	3.5%	-5.7%	5.5%	2.0%	-5.2%	-1.5
Cc1c(NC(=O)c2ccc3c(c2)OCO3)cccc1-c1nc2ncccc2o1	0.6	1.6	-1.1%	-13.5%	3.7%	1.7%	-23.2%	-2.1
CCCCc1nc(SCCOC)c2c(=O)n(C)c(=O)n(C)c2n1	-21.4	-1.9	-35.7%	-14.5%	-2.6%	10.9%	-7.8%	-5.3
CCCCN(Cc1ccco1)C(=O)c1cc2c(=O)[nH]c3ccc(C)cc3c2s1	0.1	0.4	3.4%	8.8%	-21.0%	-1.2%	-5.5%	-1.0
Cc1ccc(N/C=C/C(=O)c2cccs2)cc1C	12.9	-0.9	-5.1%	-20.1%	15.3%	15.3%	-6.6%	-0.6
CC1(C)Cc2c(sc3[nH]c(=S)[nH]c(=O)c23)CO1	-22.6	-0.6	4.0%	12.4%	6.8%	2.2%	-22.8%	-0.4
CCOc1ccc2nc(NS(C)(=O)=O)sc2c1	-16.3	1.7	8.0%	13.9%	-1.3%	4.1%	?	-1.2
O=C(COC(=O)CCSc1ccc(F)cc1)NCc1ccc(F)cc1	11.6	-3.5	-23.2%	-2.2%	5.2%	-6.7%	-13.1%	-3.9
CSc1ccccc1C(=O)NC1CCCC1	·	0.1	-2.5%	-3.5%	6.5%	8.3%	-8.1%	-1.2
Cc1ccccc1OCC(=O)Nc1ccc(N2CCN(C(=O)c3ccco3)CC2)cc1	-3.3	0.7	-9.2%	-3.6%	3.0%	12.4%	-9.1%	-1.0
Cc1ccc(C(=O)N2CCc3ccccc3C2)cc1S(=O)(=O)N1CCOCC1	-1.5	-2.0	-30.5%	-1.6%	-2.8%	1.5%	-5.9%	-4.6
COc1ccc(C2C3=C(CC(C)(C)CC3=O)Oc3ncn(CCCn4ccnc4)c(=N)c32)cc1 (centres undefined)	2.8	1.6	7.7%	-11.2%	-5.9%	-4.3%	-0.6%	-2.6
COc1ccccc1OCC(=O)NCCNC(=O)COc1ccccc1OC	·	-4.1	-13.4%	-0.3%	5.3%	10.1%	-18.9%	-1.4
O=C(CCSCCc1ccccn1)Nc1ccc(Cl)cn1	·	0.0	3.2%	-0.9%	-4.2%	5.3%	-0.5%	-1.8
CCC(=O)Nc1nonc1-c1nc2ccccc2n1CC(C)C	-3.9	-6.1	1.7%	-11.8%	12.0%	1.5%	-12.1%	4.2
CCCNC(=O)C1(C)CCN(Cc2noc(-c3ccccc3OC)n2)C1 (centres undefined)	-2.8	0.0	-1.3%	4.5%	-2.6%	-4.9%	-0.5%	0.0
CCN(CC)c1ccc(NC(=O)CCS(=O)(=O)c2ccc(Br)cc2)c(C)c1	-9.2	-7.6	?	-4.5%	4.1%	-3.5%	26.7µM*	-3.2
Cc1ccc(S(=O)(=O)N2CCOCC2)cc1C(=O)NCc1ccc(F)cc1	·	-1.6	2.5%	10.4%	6.4%	0.2%	-2.2%	-2.4
O=C(NCc1ccco1)C(=O)c1cn(CC(=O)N2CCCC2)c2ccccc12	-11.7	-1.2	1.3%	8.3%	8.3%	8.3%	-6.0%	-0.4
COc1cccc(C=C(C(C)=O)C(=O)c2ccccc2)c1	-2.3	-0.1	-18.4%	-27.4%	-5.4%	14.5%	-18.8%	-0.8
CC(=O)Nc1ccc(NC(=O)Oc2ccccc2)cc1	·	-1.6	-11.2%	9.9%	-0.4%	10.1%	-23.2%	-3.3
Cc1nn(-c2nnc(NCc3ccccc3)nn2)c(C)c1Br	-0.3	-3.0	-0.5%	-3.6%	2.6%	4.4%	-7.1%	0.4

# Single values from the results shown.
# CSc1ccccc1C(=O)NC1CCCC1 in EPAC1 agonist is listed with 6.5%
# O=C(NCc1ccco1)C(=O)c1cn(CC(=O)N2CCCC2)c2ccccc12 in EPAC1 antagonist is listed with 8.3%

# More compounds follow:
smiles	PI5P4Ka inh	CCT modulator	WRN helicase inh	EPAC1 antagonist	EPAC1 agonist	EPAC2 agonist	PLK1 PBD inh	IL2 activator
COc1cc(NC(=O)CCC(=O)O)nc(OC)n1	·	-0.6	-7.0%	-2.2%	1.8%	12.0%	-3.3%	0.7
COc1ccc(CCN2Cc3c(cccc3[N+](=O)[O-])C2=O)cc1OC	-5.2	-1.7	6.5%	-20.2%	17.5%	-0.2%	?	0.2
O=C(CN1C(=O)C2CC=CCC2C1=O)Nc1nccs1 (centres undefined)	5.2	-2.0	-22.9%	-14.3%	-7.2%	5.1%	-3.7%	-3.3
CCOC(=O)c1c(NC(=O)c2ccc(S(=O)(=O)N(C)CC3CCCO3)cc2)sc2c1CC(C)(C)NC2(C)C (centres undefined)	0.7	-1.0	0.5%	-24.7%	-1.0%	-18.4%	2.6%	-2.8
Cc1ccnc(SCCn2c(N3CC(C)OC(C)C3)nc3c2c(=O)n(C)c(=O)n3C)n1 (centres undefined)	-1.7	1.1	-1.4%	4.3%	6.4%	-1.3%	-2.2%	-3.3
Cc1cccc(NC(=S)N(CCN(C)C)Cc2cccs2)c1	-0.6	-1.6	-1.8%	-4.1%	-2.7%	2.1%	-0.8%	-5.9
CC1(c2nnnn2Cc2ccccc2)CCC(=O)N1Cc1cccnc1 (centres undefined)	2.1	-2.1	0.8%	-2.2%	-0.8%	10.6%	-10.3%	-0.1
COc1ccc(OC)c(NC(=O)CSc2nnc(CNc3ccc(F)cc3)o2)c1	0.3	1.4	-3.7%	0.5%	10.9%	3.4%	-7.3%	0.5
O=C(CCN1CCN(Cc2ccccc2)CC1)NNC(=O)Cc1ccc(Cl)c(Cl)c1	8.2	0.4	-1.8%	9.4%	-4.0%	6.5%	4.4%	-0.4
Cc1ccc2nc(SCC(=O)NCc3ccccc3)nc(=O)n2c1	-8.2	-1.6	-6.4%	-0.3%	-4.4%	4.4%	0.3%	-2.7
O=Cc1ccc(C(=O)OCC(=O)N2CCCC2)cc1	-15.2	-1.9	2.0%	3.3%	0.4%	-0.3%	0.4%	0.9
O=C(CC1CCCCC1)NCCCN1CCOCC1	·	-1.5	0.3%	15.2%	0.9%	0.3%	-8.0%	0.5
CCC1CCCCN1CCCCOc1cccc(Cl)c1 (centres undefined)	-5.6	-4.8	4.7%	-4.0%	3.8%	11.6%	-9.9%	-1.9
Cc1cc(NC(=O)CSc2nc3c(C)cccc3cc2C#N)no1	-11.1	-0.1	-6.6%	-5.4%	4.9%	4.7%	-3.1%	0.7
O=CN1CCN(C(C(=O)NC2CCCCC2)c2cc3c(cc2[N+](=O)[O-])OCO3)CC1 (centres undefined)	-10.3	0.0	1.5%	11.6%	6.1%	-2.3%	3.0%	-0.9
Cc1ccc(C(=O)NCc2cccnc2)cc1S(=O)(=O)Nc1ccccc1	-0.6	0.5	-0.8%	6.7%	5.6%	-1.2%	5.2%	0.9
Cc1nn(Cc2ccc(Cl)cc2Cl)c(Cl)c1/C=C/C(=O)OCC(=O)NCC(F)(F)F	-0.5	-0.9	0.1%	-7.6%	0.4%	1.6%	0.2%	-0.4
Cc1n[nH]c(C)c1S(=O)(=O)N1CCC(C(=O)O)CC1	1.1	1.7	-3.9%[57.1 µM]	2.2%	2.4%	-1.9%	0.7%	-1.8
CC(=O)c1c(C)[nH]c(C(=O)OCc2c(F)cccc2Cl)c1C	-4.6	-4.3	-5.2%	-28.2%	-9.1%	-1.2%	-9.7%	-0.9
O=C(NNS(=O)(=O)c1ccc(F)cc1)c1ccccc1	1.2	-4.0	-32.7%	-1.4%	2.2%	14.0%	-10.6%	-0.4
CCOC(=O)c1ccccc1OCc1cc(/C=N/n2cncn2)ccc1OC	-4.3	-0.6	-11.6%	11.7%	-1.3%	-7.5%	0.9%	0.7
COc1ccc(OC)c2c1CCC1(C2)NC(=O)NC1=O (centres undefined)	-2.5	1.6	-7.2%	-25.2%	7.3%	1.9%	-7.6%	-0.5
Fc1ccc(-c2nnc(CSc3nnc(-c4ccc5c(c4)OCO5)o3)o2)cc1	-20.6	-1.1	0.7%	10.2%	-1.6%	-1.0%	0.8%	-0.5
Cc1ccc(NC(=O)CN(C)C(=O)C(C)N2CCN(Cc3ccccc3C)CC2)cc1 (centres undefined)	3.7	0.0	-1.2%	-6.6%	-1.6%	4.3%	-5.1%	-0.3
Cc1ccc(NC(=O)COc2ccc(Br)cc2CO)cc1S(=O)(=O)N1CCOCC1	-2.9	0.4	-2.7%	6.4%	-1.9%	-14.8%	3.0%	-0.1
CCOC(=O)c1cccc(NC(=O)CSc2nnc(-c3ccoc3C)n2CC)c1	0.5	-2.5	1.1%[57.1 µM]	-2.3%	-4.3%	2.8%	-7.2%	-1.1
COc1ccc(CCC(C)Nc2ccc(F)cc2)cc1 (centres undefined)	·	-0.4	-4.5%	-3.2%	20.7%	18.9%	-2.7%	1.8
COc1ccccc1NC(=O)CC1C(=O)NCCN1C(=O)Nc1ccccc1 (centres undefined)	·	-0.1	1.1%	4.3%	-8.7%	1.2%	-2.6%	2.9
